Growth percent in the NCI-60 one-dose screen (48 h, 10 µM unless noted): 100 = growth as untreated, 0 = no growth, -100 = all killed.
OVCAR-8: OVCAR-8 ovarian cancer; AID 1794782; 81,000 tested, 4.4% active
OVCAR-4: OVCAR-4 ovarian cancer cells. 80,000 tested, 3.7% active
OVCAR-3: OVCAR-3 ovarian cancer | 79,000 tested, 7% active | AID 1794787
RXF 393: RXF 393 renal cancer cells; 77,000 tested, 6.9% active; AID 1794773
A498: A498 renal cancer cells. 76,000 tested, 5.4% active. AID 1794774
SK-OV-3: SK-OV-3 ovarian cancer cells | 80,000 tested, 3.2% active
ACHN: ACHN renal cancer; 81,000 tested, 4.9% active; AID 1794771
IGROV1: IGROV1 ovarian cancer. 79,000 tested, 4.7% active
OVCAR-5: OVCAR-5 ovarian cancer; 82,000 tested, 2.9% active
* hit, by the source's call; . = no result given; [ ] = dose if it differs, or a comment. How the source made its calls: active means growth percent below 10; inactive means the rest.

SMILES | OVCAR-8 | OVCAR-4 | OVCAR-3 | RXF 393 | A498 | SK-OV-3 | ACHN | IGROV1 | OVCAR-5
COC(=O)Nc1c[nH]c(=O)[nH]c1=O | 111 | 103 | 108 | 111 | 114 | 101 | 107 | 99 | 109
COc1ccc(CNc2nc3nc[nH]c3c(=O)n2C)cc1OC | 102 | 94 | 109 | 95 | 100 | 99 | 98 | . | 84
COCC(=O)CC(C)=O | 100 | 103 | 106 | 113 | 86 | 100 | 106 | 102 | 107
COc1cc(C(=O)N/N=C/C(=O)O)cc(OC)c1OC | 115 | 124 | 128 | 171 | 103 | 129 | 119 | 130 | 114
NC(=S)Nc1cccc(C(F)(F)F)c1 | 75 | 69 | 33 | 101 | 82 | 86 | 30 | 68 | 94
O=c1oc(-c2ccccc2)nc2cc(Cl)ccc12 | 95 | 102 | 111 | 100 | 108 | 106 | 104 | 114 | 102
CN(CCCNC(=O)c1cccc(C(=O)O)c1)CCCNC(=O)c1cc(NC(=O)c2cc(NC(=O)c3nc(NC(=O)c4cc(NC(=O)[C@H](N)CCNC(=O)c5nc(NC(=O)c6cc(NC(=O)c7cc(NC(=O)c8sccc8Cl)cn7C)cn6C)cn5C)cn4C)cn3C)cn2C)cn1C | 102 | 92 | 113 | 101 | 88 | 115 | 106 | 111 | 92
N#Cc1c(-c2ccc(Cl)cc2Cl)nc2c(-c3ccccc3)c(Nc3ccccc3)nn2c1N | 74 | 63 | 63 | 59 | . | 106 | 53 | 55 | 90
COc1ccc(-n2cc(-c3cc(OC)c(OC)c(OC)c3)n(C(C)=O)c2=O)cc1 | 92 | 80 | 108 | 111 | . | 95 | 98 | 107 | 78
CCn1c(SCC(=O)N2CCN(c3cc4c(cc3F)c(=O)c(C(=O)O)cn4C3CC3)CC2)nnc1-c1ccc(OC)c(OC)c1 | 110 | 106 | 95 | 124 | 111 | 91 | 99 | 101 | 100
COc1ccc(/C=N/NCC(=O)n2nnnc2-c2ccccc2)cc1 | 82 | 89 | 100 | 122 | 88 | 35 | 90 | 96 | 86
O=[N+]([O-])c1ccc(O)c(C2CCCCC2)c1 | 79 | 75 | 63 | 96 | 77 | 94 | 86 | 94 | 95
CCOC(=O)C1CCc2c(ccc3ccccc23)N1CCC#N (centres undefined) | 107 | . | 115 | 89 | . | . | 115 | 94 | 107
Nc1nc(N)c(C=Nc2ccc(Br)cc2)c(Nc2ccc(Br)cc2)n1 | 87 | 107 | 149 | 79 | 83 | 104 | 73 | 86 | 79
CC(C)(C)OC(=O)N1CCN(c2ccc(N)cc2)C(=O)C1 | 107 | 108 | 117 | 110 | . | 109 | 103 | 112 | 112
CCCC1(CN2c3ccccc3Sc3ccc(Cl)cc32)CCN(CC)C1 (centres undefined) | -41* | 28 | 2.5* | -34* | 8.1* | 22 | 0.1* | -43* | 8.9*
CCCCCCCCCCCCCCCC(=O)OC1[C@@H](OC(=O)CCCCCCCCCCCCCCC)[C@@H](C(=O)N[C@@H](CCCCN)C(=O)OC)O[C@H]1n1cnc2c(=O)[nH]c(NC(=O)C(C)C)nc21 (some centres undefined) | 87 | 120 | 105 | 105 | 98 | 99 | 102 | 92 | 108
O=C1c2ccccc2C(=O)c2c1c(C(=O)c1ccc(Cl)cc1)n1c2ccc2c3ccccc3ccc21 | 103 | 107 | 109 | . | 144 | 95 | 82 | 105 | 115
CC1=C(C(=O)OCC2CCN(C(=O)OC(C)(C)C)CC2)[C@H](c2cccc(Br)c2)C2=C(CC(C)(C)CC2=O)N1 | 22 | 40 | 31 | 66 | 50 | 56 | 28 | 36 | 65
O=C(Nc1ccccc1)Nc1ccc2cc3ccc(NC(=O)Nc4ccccc4)cc3nc2c1 | -24* | -32* | -12* | 28 | . | 112 | 92 | 51 | 92
Cc1ccc(C2(c3ccccc3)NC(=O)NC2=O)cc1 (centres undefined) | 103 | 92 | 112 | 102 | 102 | 113 | 108 | 112 | 98
Nc1ncc(S(=O)(=O)c2ccc([N+](=O)[O-])cc2)s1 | 109 | . | 127 | 113 | 101 | 121 | 116 | 131 | 132
O/N=C/C=C/c1ccccc1 | 101 | 92 | 136 | 103 | 104 | 93 | 95 | 100 | 95
COc1ccc(-c2cc(-c3ccc(Cl)cc3)c(C#N)c(=O)n2CCCCCC(=O)O)cc1 | 102 | 104 | 116 | 108 | 88 | 113 | 102 | 105 | 103
CC(=O)OC(C)(C#N)C(C)(C#N)OC(C)=O (centres undefined) | 92 | 111 | 110 | 114 | 109 | 119 | 110 | 99 | 106

Given as tab-separated lines: eleven of the compounds above.
smiles	OVCAR-8	OVCAR-4	OVCAR-3	RXF 393	A498	SK-OV-3	ACHN	IGROV1	OVCAR-5
COC(=O)Nc1c[nH]c(=O)[nH]c1=O	111	103	108	111	114	101	107	99	109
COc1ccc(CNc2nc3nc[nH]c3c(=O)n2C)cc1OC	102	94	109	95	100	99	98	.	84
COCC(=O)CC(C)=O	100	103	106	113	86	100	106	102	107
COc1cc(C(=O)N/N=C/C(=O)O)cc(OC)c1OC	115	124	128	171	103	129	119	130	114
NC(=S)Nc1cccc(C(F)(F)F)c1	75	69	33	101	82	86	30	68	94
O=c1oc(-c2ccccc2)nc2cc(Cl)ccc12	95	102	111	100	108	106	104	114	102
CN(CCCNC(=O)c1cccc(C(=O)O)c1)CCCNC(=O)c1cc(NC(=O)c2cc(NC(=O)c3nc(NC(=O)c4cc(NC(=O)[C@H](N)CCNC(=O)c5nc(NC(=O)c6cc(NC(=O)c7cc(NC(=O)c8sccc8Cl)cn7C)cn6C)cn5C)cn4C)cn3C)cn2C)cn1C	102	92	113	101	88	115	106	111	92
N#Cc1c(-c2ccc(Cl)cc2Cl)nc2c(-c3ccccc3)c(Nc3ccccc3)nn2c1N	74	63	63	59	.	106	53	55	90
COc1ccc(-n2cc(-c3cc(OC)c(OC)c(OC)c3)n(C(C)=O)c2=O)cc1	92	80	108	111	.	95	98	107	78
CCn1c(SCC(=O)N2CCN(c3cc4c(cc3F)c(=O)c(C(=O)O)cn4C3CC3)CC2)nnc1-c1ccc(OC)c(OC)c1	110	106	95	124	111	91	99	101	100
COc1ccc(/C=N/NCC(=O)n2nnnc2-c2ccccc2)cc1	82	89	100	122	88	35	90	96	86

Next part
SMILES | OVCAR-8 | OVCAR-4 | OVCAR-3 | RXF 393 | A498 | SK-OV-3 | ACHN | IGROV1 | OVCAR-5
O=C1CSC(c2cccc(O)c2)N1c1nnc(Cn2cnnc2)o1 (centres undefined) | . | 95 | 96 | . | 108 | 99 | 89 | 90 | 90
CC(C)c1ccc(Cn2cc(CSc3nc4ccccc4s3)nn2)cc1 | 93 | 105 | 107 | 101 | 91 | 95 | 101 | 98 | 99
CCOC(=O)c1c(Cl)c(Cl)c(C(=O)OCC)c(Cl)c1Cl | 88 | 93 | 113 | 102 | 77 | 91 | 101 | 92 | 91
O=C(Nc1ccccc1)C1CN(Cc2ccc(F)cc2)CCS1 (centres undefined) | . | 92 | 108 | 111 | 99 | 108 | 102 | 102 | 101
O=CN1N=C(c2ccc3c(c2)OCO3)CC1c1cn(-c2ccccc2)nc1-c1ccc(Cl)cc1 (centres undefined) | 33 | 24 | 106 | 22 | 80 | 67 | 46 | 87 | 83
O=C1Cc2cc(CCN3CCNCC3)c(Cl)cc2N1Cc1ccc(-c2ccccc2-c2nn[nH]n2)cc1 | . | 100 | 113 | 96 | 96 | 100 | 98 | 108 | 98
Cn1c2ccccc2c2c3c(c4c5ccccc5[nH]c4c21)C(=O)N(N)C3=O | 67 | 73 | 70 | 68 | 60 | 74 | 14 | 73 | 89
Cc1cn(Cc2ccc3ccccc3c2)c(=S)n1Cc1ccc2ccccc2c1 | 86 | 75 | 93 | 97 | 90 | 103 | 101 | 104 | 93
COc1cc(/C=C/C(=O)c2ccc(NC(=O)CSc3nnc(-c4ccc(-c5nc6ccc(C)cc6[nH]5)cc4)o3)cc2)cc(OC)c1OC | 101 | 103 | 120 | 122 | 86 | 109 | 98 | 98 | 107
COC(=O)c1c(C)nc(C)c2c1C(=O)C=C(NCCCCO)C2=O | 92 | 86 | 89 | 95 | 108 | 85 | 94 | 74 | 78
COc1cc(C(O)C2C(=O)OCC2C2(c3ccc4c(c3)OCO4)SCCCS2)cc(OC)c1OC (centres undefined) | 102 | 103 | 105 | 101 | 84 | 105 | 103 | 95 | 97
NC(=O)C(c1ccc(Cl)cc1)C(C(N)=O)c1ccc(Cl)cc1 (centres undefined) | 107 | . | 106 | 115 | 105 | 106 | 99 | 102 | 103
CCN1CCCC1CNC1CCN(c2cc(C)nc(N3CCCC3)n2)CC1 (centres undefined) | 106 | 106 | 108 | 84 | 85 | 112 | 104 | 102 | 96
COc1ccc(C(=O)OC2C(OC3C(O)COC(O[C@H]4C[C@H]5[C@@H]6CC=C7C[C@@H](O)CC[C@]7(C)[C@H]6CC[C@]5(C)[C@H]4[C@H](C)C(=O)CCC(C)C)C3OC(=O)C(C)C)OCC(O)C2O)cc1 (some centres undefined) | 36 | 61 | 61 | -59* | -61* | -21* | 37 | 37 | 42
CCCCCCC(C)=O | 105 | 106 | 114 | 118 | 114 | 110 | 92 | 109 | 93
Cc1cc(C(=O)/C=C/c2ccc[nH]2)ccc1-n1ccc(C(F)(F)F)n1 | 86 | 75 | 4.5* | 21 | . | 129 | 99 | 92 | 96
C=CCOC(=O)NC(CCC(=O)OCC)C(=O)OCC (centres undefined) | 94 | 105 | . | 105 | 99 | 97 | 97 | 106 | 98
O=C1CCC(C(=O)NNc2ccccc2)N1 (centres undefined) | 99 | 87 | 102 | 100 | 92 | 85 | 49 | 83 | 78
c1cc(NCCCCN2CCOCC2)c2ccc3c(ccc4c(NCCN5CCOCC5)ccnc43)c2n1 | 79 | 91 | 105 | 73 | 86 | 101 | 60 | 66 | 111
COC1OC(CO)C(OC)C(O)C1O (centres undefined) | 105 | 98 | 112 | 99 | 93 | 105 | 104 | 102 | .
O=C(COc1ccc(-c2cc3ccccc3[nH]2)cc1)Nc1ccc(S(=O)(=O)Nc2nccs2)cc1 | 108 | 106 | 104 | 112 | 81 | 107 | 104 | 96 | 102
CC[C@H](CC[C@@H](C)[C@H]1CC[C@H]2[C@@H]3CC=C4C/C(=N/OCCC#N)CC[C@]4(C)[C@H]3CC[C@]12C)C(C)C | 100 | 112 | 107 | 102 | . | 96 | 101 | 107 | 107
CC(=O)c1csc2ccccc12 | 104 | 107 | 105 | 99 | . | 109 | 105 | 106 | 98
CC1(C)CC(=O)C2=C(C1)N(CCc1ccc(S(N)(=O)=O)cc1)C1=C(C(=O)CC(C)(C)C1)C2c1ccccc1 | 104 | 105 | 114 | 125 | 107 | 92 | 116 | 97 | 109
C[C@@H](Oc1ccc(C(=O)NS(=O)(=O)C(C)(C)C)cc1C(F)(F)F)c1ccc(Oc2ccccc2)cn1 | 41 | 67 | 8.2* | -12* | -0.7* | 70 | 62 | 37 | 86
SMILES | OVCAR-8 | OVCAR-4 | OVCAR-3 | RXF 393 | A498 | SK-OV-3 | ACHN | IGROV1 | OVCAR-5
CC(C)CNc1ncnc2n[nH]nc12 | 103 | 105 | 113 | 131 | 101 | 107 | 107 | 102 | 104
CN(C)c1ccc(SC#N)cc1 | 107 | 106 | 105 | 117 | 78 | 100 | 101 | 112 | 104
c1n[nH]cc1-c1nc2ccc3[nH]ncc3c2c2c1CC1(CC2)COC1 | 52 | 90 | 44 | -2.4* | 39 | 22 | 55 | 55 | 107
O=C1C(Nc2ccccn2)=C(I)C(=O)c2ncccc21 | -15* | -53* | -48* | -61* | 68 | -45* | -36* | -68* | -55*
CCCCCN=C(N)C(N)=NCCCCC | 102 | 105 | 99 | 113 | 94 | 96 | 109 | 102 | 103
Nc1ccc(S(=O)(=O)Nc2cnc3ccccc3n2)cc1 | 97 | 110 | 120 | 109 | 107 | 106 | . | 99 | .
NC(=S)N=Nc1c(O)cc(O)c2[nH]c(=O)ccc12 | 99 | 122 | 109 | 120 | 73 | 95 | 109 | 112 | 111
CSc1n[nH]c2nc(-c3ccccc3Cl)[nH]c(=O)c12 | 97 | 109 | 113 | . | 88 | 109 | 107 | 99 | 109
Cc1c(C)c2c(c(C)c1NC(=O)/C=C\C(=O)O)CCC(C)(CCCC(C)CCCC(C)CCCC(C)C)O2 (centres undefined) | 36 | 39 | 43 | -93* | . | 55 | 45 | 57 | 88
CCc1c(C(=O)NCc2cccc3ccccc23)[nH]c(C)c1C(C)=O | 39 | 61 | 67 | 67 | 77 | 61 | 43 | 59 | 74
Nc1ccc(/C=C/c2ccc(N)cc2)cc1 | 83 | 88 | 111 | 98 | 96 | 108 | 38 | 107 | 86
CCOC(=O)c1sc(NCC(=O)Nc2cccc(Cl)c2)c(C(=O)OCC)c1C | 102 | 106 | 103 | 108 | 71 | . | 107 | 97 | 115
CC1(C)CC(=O)c2c(nn(-c3ccc(Br)cc3)c2-c2cn(-c3ccccc3)nc2-c2ccc([N+](=O)[O-])cc2)C1 | 97 | 85 | 91 | 93 | 81 | 90 | 94 | 89 | 106
COc1ccc(CN2CCc3c(nc(N)[nH]c3=O)C2)c(OC)c1 | 89[100 µM] | 95[100 µM] | 110[100 µM] | 92[100 µM] | 97[100 µM] | 98[100 µM] | 96[100 µM] | 104[100 µM] | 102[100 µM]
O=C(Cn1c2ccccc2c2ccccc21)Nc1ccc(-c2nc3ccccc3s2)cc1 | 103 | 103 | 104 | 111 | 90 | 108 | 104 | 87 | 99
CCCCCC(CCC)COC(=O)c1ccccc1 (centres undefined) | 98 | 108 | 109 | 109 | 111 | 101 | 100 | . | 97
CCOC(=O)c1cc(CC)sc1NC(=O)CC(C)=O | 43 | 43 | 65 | 62 | 99 | 85 | 40 | 60 | 97

Rows are unselected. Share with any hit: about 11%.
